Bioassay records as filed in PubChem BioAssay.
AmpC inh det – blocks E. coli AmpC beta-lactamase in presence of detergent | P00811 | purified AmpC, nitrocefin hydrolysis with detergent | Potency, µM (highest dose often 28.7 µM), inactives show top-dose activity change, negative = inhibition | hit rate 0.09% among 71,000 | AID 584; active means well fitted curve in the direction sought with a large enough effect
Target sequence (P00811 whole entry, looked up): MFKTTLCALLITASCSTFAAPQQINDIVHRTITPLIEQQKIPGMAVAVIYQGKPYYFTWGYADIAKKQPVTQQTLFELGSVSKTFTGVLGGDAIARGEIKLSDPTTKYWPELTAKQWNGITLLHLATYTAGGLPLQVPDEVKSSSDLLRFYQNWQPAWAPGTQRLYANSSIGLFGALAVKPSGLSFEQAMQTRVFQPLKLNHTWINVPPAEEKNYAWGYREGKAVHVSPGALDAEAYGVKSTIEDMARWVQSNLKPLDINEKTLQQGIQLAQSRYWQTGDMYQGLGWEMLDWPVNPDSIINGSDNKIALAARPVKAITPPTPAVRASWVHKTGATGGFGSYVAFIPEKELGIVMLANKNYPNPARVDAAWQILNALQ
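E. coli AmpC (5.3 nM) in 20 mM phosphate pH 7.0 with 0.01% Triton X-100, preincubated 15 min RT with compound; nitrocefin (2 uL of 800 uM stock) hydrolysis followed by 480 nm absorbance every 20 s over 4 min.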
* marks the source's active call; other numbers are inactive results; & = joins results of further samples; [ ] = dose if it differs, or a comment. On the % scale 0 is the no-effect control and ±100 the full control effect; potency means the concentration at half of the fitted maximal effect. A portion of the library; the hit share may differ from the screen's.

The first seven compounds, ahead of the listing:
molecule,AmpC inh det
O=c1n(-c2cccc(Cl)c2)c(=O)n2n1CCC2,13.0%
COc1ccc(CNC(=O)CS(=O)Cc2nc(-c3ccc(C)cc3)oc2C)cc1 (stereo not drawn),11.0%
CCOC(=O)N1CCC(NC(=O)CCN2C(=O)COc3ccccc32)CC1,0.7%
Cn1c(=O)c(-c2ccc(Cl)cc2)nc2cnc(N3CCOCC3)nc21,0.5%
CC(SCc1ccccc1)C(=O)NC1CCCC1 (stereo not drawn),-5.3%
O=C(c1ccco1)n1nc(-c2ccc(Cl)cc2)nc1NCc1ccco1,-0.8%
CCOC(=O)N1CCN(C(=O)CSc2ccccc2)CC1,-0.7%

The list itself (from the top)
molecule,AmpC inh det
O=c1n(-c2cccc(Cl)c2)c(=O)n2n1CCC2,13.0%
COc1ccc(CNC(=O)CS(=O)Cc2nc(-c3ccc(C)cc3)oc2C)cc1 (stereo not drawn),11.0%
CCOC(=O)N1CCC(NC(=O)CCN2C(=O)COc3ccccc32)CC1,0.7%
Cn1c(=O)c(-c2ccc(Cl)cc2)nc2cnc(N3CCOCC3)nc21,0.5%
CC(SCc1ccccc1)C(=O)NC1CCCC1 (stereo not drawn),-5.3%
O=C(c1ccco1)n1nc(-c2ccc(Cl)cc2)nc1NCc1ccco1,-0.8%
CCOC(=O)N1CCN(C(=O)CSc2ccccc2)CC1,-0.7%
O=C(CSc1ccc2nnc(-c3ccncc3)n2n1)N1CCc2ccccc21,6.8%
CCOc1ccc(NC(=O)CSc2nc3c(c(=O)n2-c2ccccc2OC)SCC3)cc1,21.3%
O=S(=O)(NCCOc1ccc(F)cc1)c1ccc2c(c1)OCCO2,-7.5%
COc1cccc2cc(C(=O)NC(C)C3CCCO3)c(=O)oc12 (stereo not drawn),-7.4%
CNc1oc(-c2cccc3ccccc23)nc1C#N,-3.0%
O=C(NCC1CCCO1)c1c(O)c2c([nH]c1=O)CCCC2 (stereo not drawn),-3.6%
c1ccc(Nc2ccc3ccccc3c2)cc1,10.3%
Oc1ccccc1C1=Nc2ncnn2C(c2ccccc2)C1 (stereo not drawn),-2.3%
NS(=O)(=O)c1ccc(S(=O)(=O)NCCc2ccccc2)cc1,4.3%
CCCOc1ccc2oc(=O)c3c(c2c1)CCCN3C(=O)CN1CCCC(C(=O)OCC)C1 (stereo not drawn),-1.5%
COc1ccc(OC)c(N/C(=N\c2nc(C)cc(C)n2)NC(=O)c2ccco2)c1,-1.9%
COC(=O)c1cc2c([nH]c3ccccc32)c(C)n1,-6.3%
COc1ccc(OC)c(CNC(=O)C2CCN(C(=O)N(C)C)CC2)c1,-1.4%

Going on with the list.
molecule,AmpC inh det
COc1ccc2[nH]c(-c3ccccc3)c(CCNC(C)=O)c2c1,-0.5%
O=C(c1ccco1)N1CCC2(CC1)CCN(c1ccccn1)CC2,0.3%
CN(C)c1ncc2nc(-c3cc(F)cc(F)c3)c(=O)n(C3CC3)c2n1,0.0%
Cc1cccc(C)c1OCC(O)Cn1ccnc1C (stereo not drawn),2.0%
Cc1cccc(C)c1NC(=O)Nc1cccs1,1.7%
C=CCN1C(=O)C(O)(CC(=O)c2ccc(-n3cccc3)cc2)c2ccccc21 (stereo not drawn),16.4%
CC(C)Cn1cnc2c(SCc3ccccn3)nc(N)nc21,-0.6%[5.75 µM]
CCOC(=O)N1CCN(C(=O)Nc2ccc3oc(C)nc3c2)CC1,-6.6%
Cc1cccc2cc(C(c3nnnn3Cc3ccccc3)N3CCN(C)CC3)c(=O)[nH]c12 (stereo not drawn),7.3%
CCS(=O)(=O)N1CCC(C(=O)OCC(=O)c2ccc(Br)cc2)CC1,1.3%
C[N+](C)(C)CCNC(=O)c1c(O)c2c([nH]c1=O)CCCC2,-1.9%
CCN1CCN(Cc2ccc(C)cc2C)CC1,-2.1%
Cc1cccc(OCCCn2ccnc2)c1,-2.1%
O=C(NCCCN1CCOCC1)c1ccco1,-2.3%
CCOc1ccc(NC(=O)c2ccc3c(c2)N(Cc2ccc(F)cc2)C(=O)CS3=O)cc1 (stereo not drawn),3.3%
C=CCOc1ccc(C2C(C(=O)c3ccco3)=C(O)C(=O)N2CCCN(CC)CC)cc1 (stereo not drawn),-0.5%
O=C(CCCc1nc(-c2ccc(Cl)cc2)no1)N1CCOCC1,-0.3%
COC(=O)c1cc(OC)c(OC)c(OC)c1NC(=O)c1ccc(S(=O)(=O)N(C)C)cc1,-3.1%
Fc1c(F)c(C(F)(F)F)c(F)c(F)c1N1CCN(c2ccc3nnc(C(F)(F)F)n3n2)CC1,-2.3%
O=C(c1cc2n(n1)C(C(F)(F)F)CC(c1ccc(F)cc1)N2)N1CCCC1 (stereo not drawn),-3.1%

Continuation.
molecule,AmpC inh det
CCn1c(SCC(=O)N2CCOCC2)nc2c(c1=O)SC(C)C2 (stereo not drawn),-2.2%
Nc1ncnc2nc(SCCN3CCCCC3)[nH]c12,-1.6%
COc1ccc(CN2CC3CC(C2)c2cccc(=O)n2C3)cc1OC (stereo not drawn),6.6%
Cn1c(O)c(C(=O)c2ccccc2)c(=O)n(C)c1=O,6.7%
CC1=C(C(=O)N(C)CCC#N)C2(CCCCC2)OC1=O,6.2%
CCc1ccccc1N1CCN(S(=O)(=O)c2cc(OC)ccc2OC)CC1,0.5%
COCCOC(=O)C1=C(C)N=C2SCCC(=O)N2C1c1ccc(OC(=O)c2ccco2)cc1 (stereo not drawn),8.4%
Cc1cc(C)n2nc(C(=O)OCC(=O)c3cc(C)n(C)c3C)nc2n1,1.1%
c1ccc2c(Nc3ccncc3)nc(-c3ccoc3)nc2c1,10.0%
CC(=O)N1CCC2(CC1)CCN(c1cccc(-c3ccccc3)c1)CC2,-3.5%
COc1cc(NC(=O)Nc2cccc(Cl)c2)c(OC)cc1NC(=O)CN1CCCCC1,10.1%
CCCn1c(C)cc(C(=O)CSc2nnc3n(CCC)c(=O)c4ccccc4n23)c1C,-3.6%
CCCN(CCC)CCCNC(=O)CC(C(=O)N1CCc2ccccc21)n1ccnc1 (stereo not drawn),0.4%
CC1CCc2c(sc(NC(=O)c3ccc(Cn4cc(Br)cn4)o3)c2C(N)=O)C1 (stereo not drawn),-0.5%
COc1ccccc1CNC(=O)Cn1cc2c(n1)CCCC2,-3.1%
O=c1cc(CNC2CCCCC2)c2ccccc2[nH]1,-1.0%
O=C(c1cccc(F)c1)N1CCN(Cc2ccco2)CC1,-1.8%
Cc1cnc(CNc2ncncc2-c2ccccc2C)cn1,8.8%
Cc1cc(NC(=O)CSCCc2ccncc2)no1,2.8%
C[C@H]1CCC[C@@H](O)CCC/C=C/c2cc(O)cc(O)c2C(=O)O1,2.4%

Remaining list, next part
molecule,AmpC inh det
CC1(C)C2CCC1(C)C(OC(=O)CCn1ccnc1)C2 (stereo not drawn),-0.9%
Cn1c(=O)c(-c2cc(F)cc(F)c2)nc2cncnc21,-1.5%
CCOC(=O)c1c(C)c(C(=O)N2CCCCCC2)c(C)n1CC,-3.2%
COc1ccc(N2CC(C)Cn3c2nc2c3c(=O)n(CCc3ccccc3)c(=O)n2C)cc1 (stereo not drawn),-1.0%
Cc1cc(C(C)(C)C)cc(CNC2CCCCC2)c1O,-1.9%[5.75 µM]
Cc1sc2ncnc(SCC(=O)N3CCCC3=O)c2c1C,-1.9%
O=C(OC1CCOC1=O)c1cncc(Br)c1 (stereo not drawn),-1.7%
C=CCN1C(=O)NC(=O)C(Cc2ccc(OC)c(OC)c2)C1=O (stereo not drawn),-3.0%
Cc1ccc(C)n1NC(=O)c1ccc(Cl)cc1Cl,4.9%
N#CCSc1nnc(-c2cccnc2)n1-c1ccccc1,2.2%
COc1ccc(CCN2C(=O)c3[nH]nc(-c4ccccc4O)c3C2c2cccc(O)c2)cc1OC (stereo not drawn),-3.6%
Cc1cc(C)c(C#N)c(N2CCSCC2)n1,11.2%
Cc1ccc(Nc2nc(C(=O)NCCCN3CCOCC3)cs2)cc1,-3.0%
Cc1occc1C(=O)Nc1ccc2ccccc2c1,9.1%
O=C(Nc1cccnc1)c1cc(-c2ccc(Br)cc2)on1,14.9%
CC(C)OCCCNC(=O)c1c(N)n(CC2CCCO2)c2nc3ccccc3nc12 (stereo not drawn),-2.5%
Cc1ccc(CNc2nc3ccccc3n3nnnc23)cc1,0.1%
Cc1ccc(N(C(=O)CC2NC(=O)NC2=O)C2(C(=O)NC3CCCC3)CCCCC2)cc1 (stereo not drawn),-2.8%
Cc1ccc2c(c1)C1CCCC3C1N2CC(=O)N3Cc1ccccc1 (stereo not drawn),7.2%
CN(CCc1ccccn1)Cc1ccc(Cl)cc1,1.3%

Other records follow.
SMILES	AmpC inh det
Cc1nn(C)c(C)c1S(=O)(=O)NC1CCCc2ccccc21 (stereo not drawn)	2.4%
CCOC(=O)Cn1c(=O)n(C2CCCC2)c(=O)c2ccccc21	8.7%
O=C(Nc1cccc(-c2cn3cccnc3n2)c1)c1ccco1	-3.6%
CN(C)C(=O)Oc1ccc(Cl)c2ccccc12	-9.0%
O=C(Nc1cccnc1)c1ccc(CN2CCc3ccccc3C2)cc1	6.3%
S=C(Nc1ccc2c(c1)Cc1ccccc1-2)Nc1ccc2c(c1)Cc1ccccc1-2	-2.0%[5.75 µM]
COc1ccc(-n2c(=O)c3c4c(sc3n(CC(=O)NCc3ccco3)c2=O)CCC4)c(OC)c1	-0.3%
COc1ccc(-n2nc3ccc(NS(C)(=O)=O)cc3n2)cc1Cl	-6.0%
CCOC(=O)c1c(C)c(C(=O)Nc2cc(OC)ccc2OC)c(C)n1CC	1.0%
O=S(=O)(NCc1ccccc1Br)c1cccs1	-1.5%
CN(C(=O)CN(CCO)CC(=O)N(C)C(C)(C)Cc1ccccc1)C(C)(C)Cc1ccccc1	3.0%[12.8 µM]
CSc1nc(N2CCOCC2)c2c3c(sc2n1)CCCC3	-6.5%
O=C(Cc1ccccc1)Nc1ccc(C(=O)O)cc1	-1.7%
CCOC(=O)CN1C(=O)NC(C)(c2ccc(OC(F)F)cc2)C1=O (stereo not drawn)	22.7%
CCOc1cc(C2NCc3ccccc3-n3cccc32)ccc1O (stereo not drawn)	-3.0%
O=c1cc(N2CCOCC2)[nH]c(=O)n1Cc1ccc(F)cc1	10.9%
c1ccc2c(N3CCCC3)nc(-c3ccncc3)nc2c1	9.5%
CC1CCC(NC(=O)Cn2ncc3ccccc32)CC1 (stereo not drawn)	8.9%
O=C(CSc1nccn1-c1ccccc1)Nc1ccc2c(c1)OCO2	-0.1%
Cc1noc(C)c1-c1cncnc1N1CCN(C)CC1	8.1%
CCCCCOC(=O)Nc1nnc(CCC)s1	6.5%
CCOC(=O)C(C)Sc1nnc(Cn2c(=O)sc3ccccc32)n1-c1ccccc1 (stereo not drawn)	6.5%
COc1cccc2c1N1C(=O)c3c(C(=O)O)cccc3C1CC2(C)C (stereo not drawn)	11.8%
COCCn1cnnc1SCC(=O)Nc1ccccc1C(=O)Nc1ccc2c(c1)OCO2	-3.1%
CS(=O)(=O)N1CCCC(C(=O)NCc2ccccn2)C1 (stereo not drawn)	-3.4%
CC1(C)CN=C(Nc2ccc(F)c(F)c2)S1	8.6%
FC(F)(F)c1ccccc1-c1cc(N2CCNCC2)ncn1	11.2%
CCC(=NC(C)c1ccccc1)c1c(O)n(C)c(=O)n(C)c1=O (stereo not drawn)	0.9%
CCN1CCN(c2nc3ccccc3nc2C(C#N)C(=O)OC2CCCCC2)CC1 (stereo not drawn)	-1.4%
CC1(c2ccc3c(c2)OCO3)NC(=O)N(CC(=O)Nc2ccc(N3CCOCC3)cc2)C1=O (stereo not drawn)	-4.5%

Next part, overlapping the part above by three compounds.
SMILES	AmpC inh det
CCC(=NC(C)c1ccccc1)c1c(O)n(C)c(=O)n(C)c1=O (stereo not drawn)	0.9%
CCN1CCN(c2nc3ccccc3nc2C(C#N)C(=O)OC2CCCCC2)CC1 (stereo not drawn)	-1.4%
CC1(c2ccc3c(c2)OCO3)NC(=O)N(CC(=O)Nc2ccc(N3CCOCC3)cc2)C1=O (stereo not drawn)	-4.5%
C=CCn1c(C)cc(C(=O)CSc2nnc(Cc3ccccc3)o2)c1C	-2.6%
COCCNC(=O)c1ccc(Cn2c(=S)[nH]c3cc4c(cc3c2=O)OCO4)cc1	-1.5%
CCCOC(=O)c1sc2nc3c(cc2c1N)C(=O)CCC3	-0.8%
Cc1[nH]c(=O)[nH]c(=O)c1S(=O)(=O)Nc1ccc(Oc2ccccc2)cc1	-1.8%
COc1cccc(C(=O)Nc2cccc(OC(C)=O)c2)c1	-3.6%
OCCOCCn1c2ccccc2c2ccccc21	-5.6%
Cc1nc2cc(C(F)(F)F)ccc2n1C1CCN(CC(=O)N2CCOCC2)CC1	1.3%
Brc1ccc(-c2nnc3ccc(N4CCN(c5ccccc5)CC4)nn23)cc1	11.2%
CCCc1[nH]nc2c1C(c1ccc(OC)c(Cn3nnc4ccccc43)c1)C(C#N)=C(N)O2 (stereo not drawn)	-4.7%
FC(F)(F)c1ccccc1-c1ccc2ncnc(NCCN3CCOCC3)c2c1	4.8%
O=S(=O)(c1cccc(S(=O)(=O)N2CCC(N3CCCCC3)CC2)c1)N1CCOCC1	36.3%
COc1cccc(-n2c(SCC(=O)N3CCOCC3)nc3c([nH]c4ccccc43)c2=O)c1	1.1%
O=C(NCc1cccs1)C1CCCN1C(=O)NC1CCCCC1 (stereo not drawn)	10.2%
COc1cc(C[C@H](C)N)c(OC)cc1I	0.3%&-3.3%
COCc1cc(=O)n2[nH]c(-c3ccccc3)cc2n1	4.7%
O=C(Nc1ccccc1NC(=O)c1ccco1)c1ccco1	5.3%
Cc1ccc(-n2c(Cc3cccn3C)nnc2SCC(=O)NCc2ccco2)cc1	-3.4%
Cc1ccc(CCNC(=O)CC2Oc3ccc(C)cc3NC2=O)cc1 (stereo not drawn)	11.6%
COC(=O)C1(C(=O)OC)Sc2ccccc2C1=O	-3.0%
COc1ccc(C(=O)N2CCN(c3ccc(C)cc3)CC2)cc1OC	10.3%
